Compound activity: PubChem, several laboratories
EphB4 antag: antagonists of human EphB4-ephrin-B2 interaction | P54760 | EphB4 LBD / TNYL-RAW-Alexa532 peptide, fluorescence polarization | inhibition, % at 7 µM | actives 0.15% (n = 97,000) | AID 720;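 active = inhibition above the screen-wide mean inhibition plus 3 SD, cut at about 15% in these data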;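 also: 0% = DMSO wells and 100% = excess unlabeled TNYL-RAW peptide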
Target sequence (P54760 whole entry, looked up, the tested form may be a part): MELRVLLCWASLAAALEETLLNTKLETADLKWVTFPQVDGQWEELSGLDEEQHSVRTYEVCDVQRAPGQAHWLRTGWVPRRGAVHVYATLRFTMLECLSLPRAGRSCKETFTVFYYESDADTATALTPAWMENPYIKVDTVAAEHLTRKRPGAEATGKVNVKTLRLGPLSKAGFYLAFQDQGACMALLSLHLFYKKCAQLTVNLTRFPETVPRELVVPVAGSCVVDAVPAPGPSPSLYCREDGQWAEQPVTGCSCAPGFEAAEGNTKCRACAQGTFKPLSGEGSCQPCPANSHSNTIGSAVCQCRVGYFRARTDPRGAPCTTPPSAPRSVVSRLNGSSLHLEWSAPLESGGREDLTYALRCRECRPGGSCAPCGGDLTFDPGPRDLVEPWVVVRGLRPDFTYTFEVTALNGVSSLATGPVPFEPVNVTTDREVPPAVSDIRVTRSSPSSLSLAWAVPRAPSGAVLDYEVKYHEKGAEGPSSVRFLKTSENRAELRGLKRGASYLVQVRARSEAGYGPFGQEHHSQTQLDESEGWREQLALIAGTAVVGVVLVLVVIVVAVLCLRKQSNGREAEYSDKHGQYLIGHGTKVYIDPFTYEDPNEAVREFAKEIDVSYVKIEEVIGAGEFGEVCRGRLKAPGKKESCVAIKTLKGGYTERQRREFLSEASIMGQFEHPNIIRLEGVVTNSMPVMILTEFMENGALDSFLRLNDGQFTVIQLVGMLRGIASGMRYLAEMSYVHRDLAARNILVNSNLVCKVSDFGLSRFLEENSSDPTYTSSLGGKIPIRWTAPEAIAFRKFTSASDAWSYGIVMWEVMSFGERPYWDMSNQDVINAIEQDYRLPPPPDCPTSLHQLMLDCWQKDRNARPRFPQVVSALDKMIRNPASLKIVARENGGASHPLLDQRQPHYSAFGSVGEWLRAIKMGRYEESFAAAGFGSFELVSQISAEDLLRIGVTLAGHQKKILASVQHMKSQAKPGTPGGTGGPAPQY
E coli WT exp: blocks growth of wild type E. coli BW25113 | growth inhibition, % at 100 µM | OD600 absorbance | actives 0.15% (n = 98,000);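 active = growth inhibition above about 50% at one test dose, limit read from the data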;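 also: growth measured after 20 h incubation at 37 °C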
CYP2C19 inhib: human CYP2C19 inhibition; P33261; CYP2C19 Supersomes, luciferin-H EGE luminescence, 30 min; inhibition, % at 5 µM; actives 21% (n = 96,000); AID 778;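 active = CYP2C19 inhibition above a set limit at 5 µM in the primary screen, cut at about 50% in these data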;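 also: plate controls were negative control wells for no effect and 2.5 mM tranylcypromine positive control for full effect; values of inactives mirror those of a sister screen read the other way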
CYP2C9 activ: increases human cytochrome P450 2C9 activity. P11712. recombinant CYP2C9, luciferin-H conversion, luminescence; active compounds read high; factor 1 = untreated enzyme, 0 = blocked. activation factor at 5 µM. actives 1.4% (n = 96,000);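 active = activation factor of 2 or more for CYP2C9 at a 5 µM dose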;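 also: 0 = sulfaphenazole-blocked wells and 1 = vehicle-only wells; values of inactives mirror those of a sister screen read the other way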
Pyk2 oligo antag: antagonists of human Pyk2 oligomerization. actives 0.83% (n = 99,000). z-score (the deposit names both 25 µM and 10 µM). Q293 cells, Pyk2 FERM NanoBiT luminescence; active compounds read low;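 active = Z-score of -3 or lower, scaled per plate to the spread of control and sample wells; inactive = z-score above -3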;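 also: negative z-score means lost luminescence so less FERM oligomerization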
PLAP act: activators of human placental alkaline phosphatase; activation fold at 20 µM; P05187; AID 696; purified PLAP enzyme, luminescent substrate read-out; active compounds read high; actives 1.2% (n = 96,000); in the data active = activation fold above about 2
PostGolgi yeast: growth inhibition of a yeast mutant, post-Golgi transport screen; post-Golgi transport phenotypic cell assay; inhibition, % at 10 µM; actives 0.9% (n = 98,000); in the data active = inhibition above about 30%;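 also: yeast cells grown in 1536-well plates; yeast grown about 18 h at 30C before absorbance read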
CYP2C9 inh: human CYP2C9 inhibition | inhibition, % at 5 µM | CYP2C9 Supersomes, luciferin-H conversion, luminescence | P11712 | actives 20% (n = 96,000);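 active = blocking of liver enzyme CYP2C9 beyond about 50% at 5 µM, limit read from the data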; also: values of inactives mirror those of a sister screen read the other way
CYP2C19 act: activators of human cytochrome P450 2C19; P33261; recombinant CYP2C19, luciferin-H EGE luminescence; active compounds read high; 0 = fully inhibited enzyme, 1 = untreated enzyme; activation factor at 5 µM; 96,000 tested, under 10 active; AID 1025;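 active = activation factor of at least 2 at 5 µM in the primary screen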;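 also: 0 = wells with 2.5 mM tranylcypromine and 1 = vehicle-only wells; values of inactives mirror those of a sister screen read the other way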
Active calls of the source: *.

What do the screens show for `COc1ccccc1N1CCN(C(=O)c2ccncc2)CC1`?
EphB4 antag: 11; E coli WT exp: 4; CYP2C19 inhib: 100*; CYP2C9 activ: 0.1; Pyk2 oligo antag: -0.45; PLAP act: 1.3; PostGolgi yeast: -3; CYP2C9 inh: 86*; CYP2C19 act: 0

Results for CCCCOc1ccccc1NC(=O)Cn1c(-c2nonc2N)nc2ccccc21 ?
E coli WT exp: -9; CYP2C19 inhib: 33; CYP2C9 activ: 0.3; Pyk2 oligo antag: 1.1; PLAP act: 0.9; PostGolgi yeast: -10; CYP2C9 inh: 70*; CYP2C19 act: 0.7

What do the screens show for `O=C(c1cccs1)N1N=C(c2ccccc2)CC1c1ccccc1` (stereo not drawn)?
EphB4 antag: -3; E coli WT exp: -4; CYP2C19 inhib: 68*; CYP2C9 activ: 0.1; Pyk2 oligo antag: -1.1; PLAP act: 1.2; PostGolgi yeast: 1; CYP2C9 inh: 95*; CYP2C19 act: 0.3

Results for COC(=O)CC1COc2ccccc2N1C(=O)c1cccc(Cl)c1 (stereo not drawn) ?
EphB4 antag: 3; E coli WT exp: 5; CYP2C19 inhib: 63*; CYP2C9 activ: 0.5; Pyk2 oligo antag: 0.08; PLAP act: 0.9; PostGolgi yeast: 0; CYP2C9 inh: 46; CYP2C19 act: 0.4

Results for Cc1[nH]nc2c1C1(CCOCC1)C(C#N)=C(N)O2 ?
EphB4 antag: -3; E coli WT exp: 5; CYP2C19 inhib: -2; CYP2C9 activ: 0.9; Pyk2 oligo antag: -0.01; PLAP act: 1.1; PostGolgi yeast: 0; CYP2C9 inh: 9; CYP2C19 act: 1

What do the screens show for `CCCn1nnc2ccccc2c1=O`?
EphB4 antag: 0; E coli WT exp: 4; CYP2C19 inhib: -4; CYP2C9 activ: 1.1; Pyk2 oligo antag: 1.2; PLAP act: 1; PostGolgi yeast: -11; CYP2C9 inh: -8; CYP2C19 act: 1

How did CCOC(=O)CSc1nnc(Cc2ccc(OC)cc2)n1-c1ccccc1 do in these assays?
EphB4 antag: -1; E coli WT exp: 1; CYP2C19 inhib: 21; CYP2C9 activ: 0.7; Pyk2 oligo antag: -0.47; PLAP act: 1.3; PostGolgi yeast: -5; CYP2C9 inh: 33; CYP2C19 act: 0.8

What do the screens show for `CCOC(=O)c1oc2cccc(O)c2c1CN(Cc1ccccc1)C(C)=O`?
EphB4 antag: 19*; E coli WT exp: -8; CYP2C19 inhib: 67*; CYP2C9 activ: 0.7; Pyk2 oligo antag: -0.16; PLAP act: 1; PostGolgi yeast: 7; CYP2C9 inh: 25; CYP2C19 act: 0.3

Results for CCN(CCNS(=O)(=O)c1ccc2c(c1)oc(=O)n2C)c1ccccc1 ?
EphB4 antag: 6; E coli WT exp: 0; CYP2C19 inhib: 65*; CYP2C9 activ: 1.9; PLAP act: 0.9; PostGolgi yeast: 0; CYP2C9 inh: -86; CYP2C19 act: 0.3

How did COc1cccc(NC(=O)c2ccccc2-c2nc(-c3ccc(Cl)cc3)no2)c1 do in these assays?
EphB4 antag: 3; E coli WT exp: -5; CYP2C19 inhib: 69*; CYP2C9 activ: 0.2; Pyk2 oligo antag: -2.2; PLAP act: 1.2; PostGolgi yeast: -7; CYP2C9 inh: 83*; CYP2C19 act: 0.3

How did COc1ccc(N=Cc2c[nH][nH]c2=O)cc1 do in these assays?
EphB4 antag: -8; E coli WT exp: -3; CYP2C19 inhib: 35; CYP2C9 activ: 0.9; Pyk2 oligo antag: -0.89; PLAP act: 0.9; PostGolgi yeast: -8; CYP2C9 inh: 11; CYP2C19 act: 0.7

What do the screens show for `CN1CCN(c2nc(-c3ccccn3)nc3ccccc23)CC1`?
EphB4 antag: 1; E coli WT exp: 3; CYP2C19 inhib: -26; CYP2C9 activ: 1; Pyk2 oligo antag: 0.11; PLAP act: 0.8; PostGolgi yeast: -4; CYP2C9 inh: 0; CYP2C19 act: 1.3

How did COCCNC(=S)N1C2CCC1CC(NC(=O)NC13CC4CC(CC(C4)C1)C3)C2 (stereo not drawn) do in these assays?
EphB4 antag: -3; E coli WT exp: -7; CYP2C19 inhib: 33; CYP2C9 activ: 0.8; Pyk2 oligo antag: 0.33; PLAP act: 1.4; PostGolgi yeast: -3; CYP2C9 inh: 17; CYP2C19 act: 0.7

What do the screens show for `Brc1ccc(-c2cn3cccnc3n2)cc1`?
EphB4 antag: 4; E coli WT exp: 0; CYP2C19 inhib: 5; CYP2C9 activ: 1; Pyk2 oligo antag: 0.36; PLAP act: 1; PostGolgi yeast: 13; CYP2C9 inh: 5; CYP2C19 act: 1

Results for COc1ccccc1OCCCCN1CCN(c2ccccc2OC)CC1 ?
EphB4 antag: -6; E coli WT exp: 1; CYP2C19 inhib: 0; CYP2C9 activ: 1.1; Pyk2 oligo antag: 2.3; PLAP act: 2.2*; PostGolgi yeast: -2; CYP2C9 inh: -8; CYP2C19 act: 1

What do the screens show for `CCOc1ccccc1Nc1ccc(C(=O)O)cc1NC(C)=O`?
E coli WT exp: -2; CYP2C19 inhib: 1; CYP2C9 activ: 1; Pyk2 oligo antag: -0.23; PLAP act: 1; PostGolgi yeast: 21; CYP2C9 inh: -1; CYP2C19 act: 1

What do the screens show for `CC1(C)Oc2ccc(C(=O)NC3CCCC3)cc2N(CC(=O)N2CCOCC2)C1=O`?
EphB4 antag: -3; E coli WT exp: 5; CYP2C19 inhib: 14; CYP2C9 activ: 0.9; Pyk2 oligo antag: 0.27; PLAP act: 0.9; PostGolgi yeast: 12; CYP2C9 inh: 11; CYP2C19 act: 0.9

What do the screens show for `N#CC(=C1CCCC1)c1nc(-c2ccc(Cl)cc2)cs1`?
EphB4 antag: -3; E coli WT exp: -3; CYP2C19 inhib: 43; CYP2C9 activ: 1.1; Pyk2 oligo antag: -0.11; PLAP act: 0.9; PostGolgi yeast: 2; CYP2C9 inh: -7; CYP2C19 act: 0.6

What do the screens show for `CC(C)(C)c1ccc(C(=O)CCCSC2=C(C#N)C(c3ccco3)C3=C(CCCC3=O)N2)cc1` (stereo not drawn)?
EphB4 antag: -4; E coli WT exp: -22; CYP2C19 inhib: 40; CYP2C9 activ: 0.3; Pyk2 oligo antag: 0.98; PLAP act: 1.5; PostGolgi yeast: 2; CYP2C9 inh: 67*; CYP2C19 act: 0.6

How did CC1CCN(C(=O)COC(=O)c2cc3ccccc3cc2O)CC1 do in these assays?
EphB4 antag: -10; E coli WT exp: 4; CYP2C19 inhib: 22; CYP2C9 activ: 1.2; Pyk2 oligo antag: 0.13; PLAP act: 1.1; PostGolgi yeast: -2; CYP2C9 inh: -16; CYP2C19 act: 0.8

How did N#CC1=C(N)n2c(s/c(=C\c3ccco3)c2=O)=C(C#N)C1c1ccco1 (stereo not drawn) do in these assays?
EphB4 antag: -3; E coli WT exp: -3; CYP2C19 inhib: 5; CYP2C9 activ: 0.5; Pyk2 oligo antag: 1.5; PLAP act: 1.1; PostGolgi yeast: 18; CYP2C9 inh: 51*; CYP2C19 act: 0.9

What do the screens show for `CS(=O)(=O)Nc1ccc(C(=O)N2CCCC2)cc1`?
EphB4 antag: 1; E coli WT exp: 4; CYP2C19 inhib: 11; CYP2C9 activ: 0.8; Pyk2 oligo antag: 2.4; PLAP act: 0.9; PostGolgi yeast: -11; CYP2C9 inh: 17; CYP2C19 act: 0.9

What do the screens show for `CCCCOc1ccccc1C1C(C(=O)OC)=CN(CC)C=C1C(=O)OC`?
EphB4 antag: -13; E coli WT exp: -14; CYP2C19 inhib: 37; CYP2C9 activ: 0.6; Pyk2 oligo antag: -1.3; PLAP act: 1.6; PostGolgi yeast: 3; CYP2C9 inh: 35; CYP2C19 act: 0.6

What do the screens show for `C=CCn1c(N)c(C(=O)Nc2ccccc2OC)sc1=S`?
EphB4 antag: 3; E coli WT exp: 3; CYP2C19 inhib: 78*; CYP2C9 activ: 0.2; Pyk2 oligo antag: -1.2; PLAP act: 1; PostGolgi yeast: 5; CYP2C9 inh: 85*; CYP2C19 act: 0.2

What do the screens show for `O=C(CN1CCOCC1)NCCC12CC3CC(CC(C3)C1)C2`?
EphB4 antag: 2; E coli WT exp: 2; CYP2C19 inhib: 54*; CYP2C9 activ: 0.9; Pyk2 oligo antag: 0.16; PLAP act: 1.5; PostGolgi yeast: 1; CYP2C9 inh: 9; CYP2C19 act: 0.5

Results for Cc1ncc(CSc2nnnn2-c2ccccc2)c(N)n1 ?
EphB4 antag: 5; E coli WT exp: 12; CYP2C19 inhib: 64*; CYP2C9 activ: 1.1; Pyk2 oligo antag: 0.21; PLAP act: 0.9; PostGolgi yeast: -3; CYP2C9 inh: -13; CYP2C19 act: 0.4

What do the screens show for `O=C1C(c2ccncc2)=C(O)c2ccccc21`?
EphB4 antag: -3; E coli WT exp: 13; CYP2C19 inhib: 50; CYP2C9 activ: 0.1; Pyk2 oligo antag: 0.26; PLAP act: 0.8; PostGolgi yeast: -23; CYP2C9 inh: 92*; CYP2C19 act: 0.5

What do the screens show for `CN1C(=O)Cn2c1nc1ccccc12`?
EphB4 antag: 1; E coli WT exp: 4; CYP2C19 inhib: -17; CYP2C9 activ: 1.2; Pyk2 oligo antag: -0.35; PLAP act: 0.9; PostGolgi yeast: -3; CYP2C9 inh: -19; CYP2C19 act: 1.2

Results for Cc1ccc(S(=O)(=O)N2CCC(C(=O)NCCc3ccccc3)CC2)cc1 ?
EphB4 antag: -8; E coli WT exp: -2; CYP2C19 inhib: 6; CYP2C9 activ: 1.2; Pyk2 oligo antag: -0.57; PLAP act: 0.8; PostGolgi yeast: 3; CYP2C9 inh: -18; CYP2C19 act: 0.9

What do the screens show for `Cn1c(O)c(C(C#N)=C2N=c3ccccc3=N2)c2ccccc21`?
EphB4 antag: -4; E coli WT exp: -15; CYP2C19 inhib: 18; CYP2C9 activ: 1.9; Pyk2 oligo antag: -1.1; PLAP act: 0.8; PostGolgi yeast: -2; CYP2C9 inh: -87; CYP2C19 act: 0.8

What do the screens show for `COCCCNC(=O)CCc1nc(-c2ccccc2)no1`?
EphB4 antag: -1; E coli WT exp: 1; CYP2C19 inhib: 5; CYP2C9 activ: 1.1; Pyk2 oligo antag: -0.12; PLAP act: 0.8; PostGolgi yeast: -2; CYP2C9 inh: -14; CYP2C19 act: 1

Results for Cc1c(NC(=O)c2cc(-n3cnnc3)ccc2Cl)cccc1-c1nc2ccccc2o1 ?
EphB4 antag: -12; E coli WT exp: -6; Pyk2 oligo antag: 0.91; PostGolgi yeast: -1

Structures shown so far with an aryl thioether with sulfur outside any ring:
How did CCOC(=O)CSc1nnc(Cc2ccc(OC)cc2)n1-c1ccccc1 do in these assays?
EphB4 antag: -1; E coli WT exp: 1; CYP2C19 inhib: 21; CYP2C9 activ: 0.7; Pyk2 oligo antag: -0.47; PLAP act: 1.3; PostGolgi yeast: -5; CYP2C9 inh: 33; CYP2C19 act: 0.8

Results for Cc1ncc(CSc2nnnn2-c2ccccc2)c(N)n1 ?
EphB4 antag: 5; E coli WT exp: 12; CYP2C19 inhib: 64*; CYP2C9 activ: 1.1; Pyk2 oligo antag: 0.21; PLAP act: 0.9; PostGolgi yeast: -3; CYP2C9 inh: -13; CYP2C19 act: 0.4

Already shown: entries from further up.
What do the screens show for `COc1ccccc1N1CCN(C(=O)c2ccncc2)CC1`?
EphB4 antag: 11; E coli WT exp: 4; CYP2C19 inhib: 100*; CYP2C9 activ: 0.1; Pyk2 oligo antag: -0.45; PLAP act: 1.3; PostGolgi yeast: -3; CYP2C9 inh: 86*; CYP2C19 act: 0

Results for CCCCOc1ccccc1NC(=O)Cn1c(-c2nonc2N)nc2ccccc21 ?
E coli WT exp: -9; CYP2C19 inhib: 33; CYP2C9 activ: 0.3; Pyk2 oligo antag: 1.1; PLAP act: 0.9; PostGolgi yeast: -10; CYP2C9 inh: 70*; CYP2C19 act: 0.7
